High-throughput results: PubChem BioAssay, The Scripps Research Institute Molecular Screening Center
ZTA counter – ZTA (EBV) inhibition in EBNA-1 counter-screen; P03206; inhibition, % at 11 µM; 320,000 tested, 0.15% active; ZTA-DNA binding, fluorescence polarization; in the data active = inhibition above about 33%
PAFAH2 FP inh – inhibitors of human PAFAH2. Q99487. 340,000 tested, 0.99% active. AID 492956. recombinant PAFAH2, FP-rhodamine activity probe, fluorescence polarization. inhibition, % at 3.39 µM;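 active = inhibition above the mean over all tested compounds plus 3 SD, cut at about 30% in these data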;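 also: inhibitors block probe labeling of enzyme so polarization drops; 0% = enzyme with DMSO and 100% = wells lacking PAFAH2 protein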
PREPL inhibitor – human PREPL enzyme inhibition. Q4J6C6. recombinant PREPL, fluorescence polarization activity-based probe. inhibition, % at 5.96 µM. 320,000 tested, 0.68% active; in the data active = inhibition above about 43%;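 also: 0% = enzyme with DMSO and 100% = wells lacking enzyme; many of its hits are not listed in these tables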
PAD4 inh – inhibitors of human PAD4. 330,000 tested, 0.41% active. AID 485272. inhibition, % at 6.36 µM. recombinant PAD4, RCA probe fluorescence polarization;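 active = percent inhibition above a cutoff equal to the mean of all tested compounds plus 3 SD, cut at about 15% in these data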;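 also: 0% = PAD4 with RCA probe and DMSO and 100% = probe without PAD4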
Target sequence (Q9UM07 whole entry, looked up): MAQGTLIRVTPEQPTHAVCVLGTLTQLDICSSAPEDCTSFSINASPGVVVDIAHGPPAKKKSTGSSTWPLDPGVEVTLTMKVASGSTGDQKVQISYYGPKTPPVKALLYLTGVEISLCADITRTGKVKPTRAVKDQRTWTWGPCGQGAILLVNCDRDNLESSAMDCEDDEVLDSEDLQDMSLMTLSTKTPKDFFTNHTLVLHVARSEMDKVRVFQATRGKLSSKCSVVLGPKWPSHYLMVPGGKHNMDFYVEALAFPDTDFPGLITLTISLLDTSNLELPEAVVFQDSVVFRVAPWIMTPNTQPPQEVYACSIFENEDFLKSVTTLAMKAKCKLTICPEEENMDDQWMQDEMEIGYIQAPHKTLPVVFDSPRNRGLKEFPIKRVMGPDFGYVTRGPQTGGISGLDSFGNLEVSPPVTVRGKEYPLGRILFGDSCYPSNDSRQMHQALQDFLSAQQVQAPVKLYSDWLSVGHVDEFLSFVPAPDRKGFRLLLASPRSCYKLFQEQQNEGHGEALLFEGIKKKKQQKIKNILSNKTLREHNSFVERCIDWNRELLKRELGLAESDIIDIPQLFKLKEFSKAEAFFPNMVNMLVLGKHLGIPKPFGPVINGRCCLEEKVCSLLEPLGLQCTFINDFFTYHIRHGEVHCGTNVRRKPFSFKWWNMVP
GSTO1 counter – blocks human GSTO1 in RBBP9 counter-screen. P78417. recombinant GSTO1, activity-based probe fluorescence polarization. inhibition, % at 5.96 µM. 300,000 tested, 1.1% active. AID 1974;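 active = inhibition above the campaign mean inhibition plus 3 SD, cut at about 35% in these data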;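 also: 0% = GSTO1-1 with DMSO and 100% = wells lacking GSTO1-1 enzyme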
Target sequence (P78417 whole entry, looked up): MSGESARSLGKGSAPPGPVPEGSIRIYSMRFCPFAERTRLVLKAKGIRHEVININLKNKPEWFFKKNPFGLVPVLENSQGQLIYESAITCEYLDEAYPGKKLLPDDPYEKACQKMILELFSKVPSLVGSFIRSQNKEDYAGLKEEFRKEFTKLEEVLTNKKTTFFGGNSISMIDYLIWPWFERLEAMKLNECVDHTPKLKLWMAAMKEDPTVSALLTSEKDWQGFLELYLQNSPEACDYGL
LYPLA2 inh – blocks human lysophospholipase 2, a PME1 counter-screen; O95372; recombinant LYPLA2, FP-Rh probe fluorescence polarization; inhibition, % at 5.9 µM; 320,000 tested, 0.38% active; AID 2177;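 active = inhibition above the screen-wide mean plus 3 SD, limit set per campaign, cut at about 26% in these data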;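 also: 0% = LYPLA2 with DMSO and 100% = wells lacking LYPLA2 enzyme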
LYPLA1 inh – counter-screen for PME1 inhibitors: inhibitors of human LYPLA1; O75608; recombinant LYPLA1, FP-Rh probe fluorescence polarization; inhibition, % at 5.9 µM; 320,000 tested, 0.16% active; AID 2174;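 active = inhibition above the mean of all tested compounds plus 3 SD, set per campaign, cut at about 14% in these data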;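 also: inhibitors block serine hydrolase probe labeling of LYPLA1 so polarization falls; 0% = enzyme with DMSO and 100% = wells lacking LYPLA1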
EBNA-1 inh – blocks EBNA-1 binding to DNA | EBNA-1 DNA binding, fluorescence polarization | inhibition, % at 14.8 µM | 300,000 tested, 0.34% active | AID 1950; in the data active = inhibition above about 28%
PAFAH1B3 FP inh – blocks human PAF acetylhydrolase 1B catalytic subunit 3. Q15102. recombinant PAFAH1B3, FP-rhodamine probe, fluorescence polarization. inhibition, % at 3.39 µM. 340,000 tested, 0.28% active;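 active = inhibition above the screen-wide average of all tested compounds plus 3 SD, cut at about 25% in these data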;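 also: 0% = enzyme with DMSO only and 100% = wells lacking PAFAH1B3 protein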
Starred values were filed as active, the others as inactive; . = not tested or not shown.

SMILES	ZTA counter	PAFAH2 FP inh	PREPL inhibitor	PAD4 inh	GSTO1 counter	LYPLA2 inh	LYPLA1 inh	EBNA-1 inh	PAFAH1B3 FP inh
Cc1nc(SCC(=O)NC2CCCC2)c2c(C)c(C)sc2n1	-10.8	-9.1	5.4	-1.4	-2.6	0.8	-0.1	0.1	5.7
COc1ccc(/C=N/N2C(=N)SCC2=O)cc1	-3.1	3.8	-2.7	4.4	18.5	4.0	-3.3	-3.3	9.4
O=C(O)CCS(=O)(=O)Cc1ccccc1F	-0.4	7.6	1.7	0.1	0.2	2.7	1.9	9.2	3.8
COc1ccccc1C(=O)COC(=O)Cc1c[nH]c2ccccc12	-4.3	-3.6	-0.5	-1.8	3.8	-3.6	-1.1	-10.0	5.5
CCc1noc(C)c1C(=O)OCC(=O)NCc1ccccc1OC	13.9	2.6	2.4	-8.2	.	2.7	-0.1	.	5.0
CCOc1ccc(C(=O)N[C@H](C(=O)O)C(C)C)cc1	-10.5	-0.2	-0.2	5.2	7.0	-3.2	-0.8	-1.1	5.3
CCOc1ncccc1C(=O)OCC(=O)c1ccccc1	-8.9	10.6	5.0	-2.5	6.5	-0.1	-1.0	3.2	8.6
COC(=O)/C=C/C1=CN(Cc2ccccc2)CCC1=O	.	-1.4	24.9	-3.0	.	.	.	.	7.2
Cc1ccc(/C=C/C(=O)OCC(=O)NCCN2C(=O)CSC2=O)o1	5.5	-6.4	1.5	2.2	-8.3	0.3	0.0	-6.3	6.3
Cc1ccc(NS(=O)(=O)c2ccc(C(=O)N3CCCN(C)CC3)cc2)cc1	10.4	-4.3	1.1	0.0	1.4	0.9	-3.0	8.3	5.9
Cc1ccc(CCNC(=O)C2CCC(=O)N(CC3CCCCC3)C2)cc1 (configuration not stated)	-32.2	-6.5	6.6	6.9	-0.3	14.0	1.3	-0.3	7.3
CC(C)CCNC(=O)CSc1nc2ccccc2s1	-1.6	3.5	14.1	2.1	2.9	3.6	0.8	0.8	1.8
Cc1onc(-c2ccccc2Cl)c1C(=O)NNC(=O)c1ccccc1F	-9.1	-4.8	17.1	-1.8	8.6	1.0	-0.9	-5.2	2.4
O=[N+]([O-])c1ccc(Oc2cnc3ccccc3n2)cc1	-24.6	-2.3	7.3	4.2	-1.7	0.8	2.4	0.6	0.1
S=C(NCc1ccco1)N/N=C/c1ccncc1	-1.4	-4.8	-5.4	-0.1	4.3	-0.5	-4.6	3.5	3.6
Cc1ccc(CNC(=O)c2csc3c2CCCCC3)cc1	-11.2	2.5	-7.0	1.4	-4.7	-7.2	-5.0	-9.2	-1.4
COc1ccc(-c2noc(N3CCC(C(=O)NCCCN4CC(C)CC(C)C4)CC3)n2)cc1 (configuration not stated)	11.7	-3.7	-5.5	-2.0	3.3	1.2	3.1	3.9	3.6
Cc1ccc2nccc(C(=O)N3CCCC(Nc4ccc(C)c(C)c4)C3)c2c1 (configuration not stated)	-9.0	0.2	25.8	-3.6	-0.3	-3.3	-2.6	-10.9	8.1
CCc1nnc(NC(=O)c2cc(S(=O)(=O)N3CCCCC3)ccc2N2CCOCC2)s1	2.4	3.5	-1.4	-0.1	9.5	3.2	3.8	-4.4	7.8
C=CCc1c(C)c(C#N)c2nc3ccccc3n2c1N1CCCCC1	-19.5	0.9	5.8	-0.2	-2.5	2.5	-0.3	-6.6	-1.3
CCCn1c(=NC(C)=O)c(C(=O)OCC)cc2c(=O)n3ccccc3nc21	-0.4	6.8	5.5	-1.4	10.7	-1.9	-2.2	-5.6	3.9
COc1ccccc1NC(=S)N(Cc1cccnc1)Cc1ccccc1Cl	10.1	-1.4	-8.5	-0.1	5.9	-1.1	-0.7	1.7	-0.3
COc1ccc(NC(=O)Cc2coc3cc(C)c(C(C)C)cc23)cc1S(=O)(=O)N1CCOCC1	0.7	-3.8	0.5	2.9	0.3	1.8	-4.5	0.2	8.4
O=C(/C(N=Nc1cccc([N+](=O)[O-])c1)=C(/O)c1ccc(Br)cc1)C(F)(F)F	0.9	.	2.3	0.4	-11.2	-1.9	1.1	-7.1	.
CCSc1nc2c(c(=O)[nH]1)C(c1ccc(C)cc1)C1=C(CCCC1=O)N2 (configuration not stated)	-16.0	-3.4	-3.3	0.2	-5.8	-4.7	-1.7	0.3	6.5
CCN(CC)C(=O)c1cn(CC)c(=O)c2cc(OC)c(OC)cc12	-14.2	7.3	-2.5	-9.0	5.9	1.3	-0.5	-10.6	-9.3
Cc1ccc(N2C(N)=NC(N)=NC2(C)C)c(C)c1	5.8	13.3	3.4	-1.1	10.2	4.1	-0.7	6.6	7.5
NC(CSCc1ccccc1Cl)C(=O)O (configuration not stated)	-15.7	7.9	1.1	-3.8	3.7	0.9	0.4	-14.8	9.0
CC(C)(O)c1[nH]c2cc(F)ccc2c1C(C)(C)O	9.3	4.3	5.2	-3.6	8.8	-12.3	-4.7	-5.5	4.0
COc1ccc(Cc2nnc(-c3cccc(C)c3)o2)cc1OC	-20.8	2.2	1.0	1.1	16.5	3.3	3.7	-5.3	-3.0
Fc1c(F)c(-n2nnc3ccccc32)c(F)c(F)c1Cl	10.9	4.2	-7.0	-4.8	4.2	-7.5	0.8	-7.7	-1.8
Cc1ccc(CNC(=O)CSc2ccsc2[N+](=O)[O-])cc1	-8.9	4.2	2.7	1.1	5.8	6.6	2.3	-0.8	-4.9
CCn1cc(C(=O)Nc2ccc(C)cc2C)c(=O)c2ccc(C)nc21	0.2	.	10.8	3.5	1.4	1.6	1.3	1.2	.
CC(=O)Nc1cccc(NC(=O)CSc2nnc(NC(=O)C3CC3)s2)c1	6.7	-3.3	0.2	-3.3	4.9	3.2	-2.8	6.5	3.0
O=C(COC(=O)c1ccc(Br)o1)Nc1ncc(Cl)cc1Cl	-11.9	12.2	-0.1	4.8	-7.7	2.3	1.0	-0.1	0.1
COc1ccc2oc(=O)c(/C(N)=N/NC(=O)c3ccncc3)cc2c1	4.3	-5.9	-0.7	-4.5	3.3	7.2	-0.6	-4.3	-4.4
CCCc1cc(=O)[nH]c(SCC(=O)N2CCN(S(=O)(=O)c3ccc(Cl)cc3)CC2)n1	-8.6	-6.0	20.7	3.5	16.7	5.1	-4.1	12.4	2.7
C[C@H]1COC(=O)[C@@H](Cc2ccc(F)cc2)C/C=C\C[C@@H](CC(=O)N[C@@H](CO)Cc2ccccc2)C(=O)N1	.	3.5	32.0	5.0	.	.	.	.	3.6
COc1ccc(CN(C)C(=O)C2CCN(C(=O)Nc3ccccc3)CC2)cc1	0.3	4.6	-1.6	2.7	-0.6	-3.9	2.0	-4.5	-4.2
O=C(COc1ccc(Cl)cc1)OCC(=O)N1CCCC1	-7.7	36.7*	16.0	3.0	11.7	1.6	1.1	6.5	10.0
CC(Sc1ccccc1)C(=O)NN=C1CCCCCCC1 (configuration not stated)	-3.0	7.7	-27.9	-1.8	2.5	2.7	0.0	12.1	11.1
COC(=O)C(Cc1ccccc1)N1CCS(=O)(=O)CC1 (configuration not stated)	8.0	-2.9	1.8	0.5	10.7	0.0	-1.5	10.9	7.2
CCCCOC(=O)C1=C(C)NC(=O)NC1c1ccccc1 (configuration not stated)	0.7	4.1	-5.1	-1.9	-4.8	4.6	-0.4	2.6	7.2
CCC1=C(OC(=O)N(CC)CC)N2C(=O)OC(=NCC(=O)OC)[C@]2(C)[C@H]2C1=CC[C@H]1C(=O)N(C)C(=O)[C@H]12	-25.1	-0.9	14.4	-0.9	6.1	6.5	0.4	1.9	6.7
Cc1ccc(C)c(N2CCN(C(=O)CCNS(=O)(=O)c3ccc4c(c3)oc(=O)n4C)CC2)c1	2.9	5.4	2.5	1.5	3.7	-0.9	0.6	-1.6	3.4
O=C(Nc1sc2c(c1C(=O)O)CCC2)c1ccc(F)cc1	-6.6	11.0	10.0	3.4	-3.6	-1.6	-2.7	-5.3	9.6
COc1ccc2nc(NC(=O)Nc3ccccc3OC)sc2c1	-7.9	0.4	7.9	-2.7	-2.9	3.3	0.2	11.9	6.2
O=C(COc1ccc(Cl)cc1)N1CCN(c2cccc(C(F)(F)F)c2)CC1	-3.0	4.7	-30.4	-8.2	-3.2	69.5*	20.5*	2.3	1.8
O=C(COc1cc2oc(=O)c3c(c2cc1Cl)CCCC3)NCc1cccnc1	-5.0	-2.3	16.6	-4.1	22.1	3.1	-0.7	1.6	-0.1
CC1(C)C2CCC(C2)C1(C)NC(=O)CN1CCN(Cc2ccccc2)CC1 (configuration not stated)	9.2	0.7	11.6	2.7	4.1	0.6	6.8	1.4	8.0
COc1ccc(C2=NNC(=O)CC2)cc1	-9.5	-4.8	0.7	0.6	-1.7	-3.3	-0.2	-9.9	7.2
CCOc1cccc(NC(=O)/C(C#N)=C\c2cn(CC(=O)O)c3ccccc23)c1	-16.8	-8.8	8.5	-11.8	-9.4	-1.6	-1.7	-8.9	2.3
O=C(NN(c1ccccc1)c1ccccc1)c1ccccc1F	-5.8	6.2	1.0	0.9	-0.7	-6.0	-8.1	-4.0	6.6
COCCNc1nnc(SCC(=O)NC(=O)c2ccccc2)s1	12.1	4.3	-3.8	-4.3	0.4	-4.7	1.6	-9.0	8.6
COc1ccc(/C=N/NC(=O)CO/N=C(\C)c2cccs2)cc1	-0.2	1.6	-6.3	-2.1	1.6	3.9	-2.4	8.1	1.3
CCCOC(=O)c1[nH]c2c(c1C)C(=O)CC(c1cccs1)C2 (configuration not stated)	14.9	-5.8	6.0	-2.6	-6.6	2.5	2.6	5.2	-1.3
O=C(NCCc1ccc(C(F)(F)F)cc1)C1CCC(=O)N(CCCN2CCCC2=O)C1 (configuration not stated)	-7.5	-0.7	0.7	3.1	-0.3	3.5	2.8	-0.5	-3.1
C=CCOc1c(CNc2nccs2)cccc1OCC	12.4	-7.6	3.1	0.1	2.4	5.1	-0.6	-6.9	2.2
CCSC1=NCCN1S(=O)(=O)c1ccccc1	-6.7	3.9	0.0	-0.8	5.1	3.2	-0.4	-1.7	0.9
C/C(=N\NC(=O)c1csc(C)c1C)c1ccc(C)s1	17.0	-0.1	-1.7	-2.7	2.9	8.8	-0.7	23.0	6.5
Continued.
SMILES	ZTA counter	PAFAH2 FP inh	PREPL inhibitor	PAD4 inh	GSTO1 counter	LYPLA2 inh	LYPLA1 inh	EBNA-1 inh	PAFAH1B3 FP inh
O=C(Oc1ccc2c(-c3ccccc3)cc(=O)oc2c1)c1cccs1	-11.8	-4.5	17.4	2.5	4.8	-3.3	-5.6	0.1	-0.5
O=C(COC(=O)CNS(=O)(=O)c1ccc(Br)cc1Cl)NC1CCCC1	2.5	-3.9	14.0	1.5	-6.3	5.9	0.9	-6.1	7.7
O=C(NCCc1ccccc1)C(=O)NCC1OCCN1S(=O)(=O)c1cccs1 (configuration not stated)	-2.2	2.0	11.6	2.0	1.9	8.7	2.9	-2.8	3.5
Cc1ccc(-c2nnc(SCC(C)C)n2C)cc1	2.1	-5.6	-3.1	5.2	0.5	3.4	2.3	-6.7	10.9
COc1ccc2[nH]c3c(=O)n(/N=C/[C@H]4C(C)C=C(C)CC4C)c(=O)[nH]c3c2c1 (some centres not stated)	-3.5	-0.5	7.1	-4.5	1.2	0.8	-2.1	4.1	10.0

An excerpt; count on the stated rates, not on these rows.
